Bioassay records: PubChem, National Center for Advancing Translational Sciences (NCATS)
TSG101-PTAP inh: qHTS Assay for Iinhibitors of HIV-1 Budding by Blocking the Interaction of PTAP/TSG101; Fluorescence polarization, FITC-PTAP peptide / Tsg101 binding; Potency, µM (doses to about 115 µM), for inactives: at the top dose activity change, negative = inhibition, actives largely listed as inhibitors; 340,000 tested, under 10 active; active = well fitted inhibition curve with a large enough effect in the main read-out, with a control signal flat, not every such curve was filed as active; inconclusive = small, poorly fitted or top-dose-only effect, or effect the other way, or a change in a side signal; inactive = no such curve, though single readings can be large or run the other way; also: potency is read from the fitted curve at half-maximal effect; % of control where 0% means no effect
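Compounds were pin-transferred onto Tsg101 binding domain (10 uM final) in HEPES pH 7.5 buffer, then FITC-PTAP peptide was added at 50 nM final. After 20 min at RT, polarization reported peptide displacement across a qHTS concentration series.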
MBNL1 CUG block: qHTS Assay for Inhibitors of MBNL1-poly(CUG) RNA binding. Muscleblind-like protein 1 (Homo sapiens), Q9NR56. TR-FRET MBNL1-His/biotin-(CUG)12 binding, 665/545 ratio. Potency, µM (highest dose often 57.5 µM), inactives show at the top dose activity change, negative = inhibition, usual class: inhibitors. 280,000 tested, 0.036% active; active = well fitted inhibition curve with a large enough effect in the signal ratio, with a control signal flat, not every such curve was filed as active; inconclusive = small, poorly fitted or top-dose-only effect, or effect the other way, or a change in a side signal; inactive = no such curve, though single readings can be large or run the other way; the % refers to the signal ratio; also: potency is read from the fitted curve at half-maximal effect; % is scaled to controls: 0 for no effect and ±100 for the full control effect
Target sequence (Q9NR56 whole entry, looked up): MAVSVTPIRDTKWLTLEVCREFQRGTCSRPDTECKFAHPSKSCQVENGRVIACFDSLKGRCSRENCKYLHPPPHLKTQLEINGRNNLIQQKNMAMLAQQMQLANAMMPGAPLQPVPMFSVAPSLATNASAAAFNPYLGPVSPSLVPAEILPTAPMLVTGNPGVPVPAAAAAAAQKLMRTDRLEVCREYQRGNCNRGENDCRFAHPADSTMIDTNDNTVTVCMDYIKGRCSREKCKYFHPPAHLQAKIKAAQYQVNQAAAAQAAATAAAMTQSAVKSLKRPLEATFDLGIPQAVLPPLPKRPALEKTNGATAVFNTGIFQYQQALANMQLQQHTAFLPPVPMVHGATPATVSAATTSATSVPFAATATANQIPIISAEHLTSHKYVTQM
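TR-FRET readout: Ex 340 nm, 665/545 nm emission ratio, normalized to buffer-only (basal) and MBNL1-(CUG)12 controls. Complex of MBNL1-His with Biotin-(CUG)12, compounds 92 nM–58 uM, incubated 60 min at room temperature.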
A-T KAP1 phos: qHTS Assay for Identifying a Potential Treatment of Ataxia-Telangiectasia. […] A-T fibroblasts, KAP-1 phosphorylation AlphaLISA; neocarzinostatin DNA damage 30 min before lysis. Potency, µM (highest dose often 57.5 µM), without a hit: at the top dose activation, hits mostly activators. 320,000 tested, 0.19% active; also: potency is read from the fitted curve at half-maximal effect; % of control where 0% means no effect; nearly all actives have a fitted effect of over 45% in size
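ATM-like activity read as KAP-1 phosphorylation via AlphaLISA donor/acceptor antibody pairs after lysis and 6 hr at 25C. Cells were ATM-null patient fibroblasts ([…], hTERT), dosed 60 min, then exposed to the DSB inducer NCS for 30 min.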
Integrin act MD: qHTS for Activators of Integrin-Mediated Alleviation for Muscular Dystrophy | alpha7betagal myoblasts, beta-gal FDG fluorescence, 48 h | Potency, µM (titrated, usually from 38.3 µM), inactives show at the top dose activation, most hits filed as activators | 350,000 tested, 0.064% active | AID 624291, 2012;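 also: potency is read from the fitted curve at half-maximal effect; 100% = response of the positive control SU9516; nearly all actives have a fitted effect of over 60% in size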
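alpha7betagal+/- myoblasts (passage 13, 250/well) treated 48 h at 37C with compounds at 1:260 dilution of DMSO stock. Lysed, then beta-galactosidase activity read as FDG fluorescence (ex 480/em 540) after 30 min, with pre-read for autofluorescence.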
CXXC DNA block: qHTS Fluorescence Polarization Assay for Inhibitors of MLL CXXC domain - DNA interaction; MLL-CXXC / FITC-HOXA9 DNA fluorescence polarization; Potency, µM (highest dose often 115 µM), for the others: top-dose activity change, negative = inhibition, usual class: inhibitors; 290,000 tested, 0.037% active; AID 2662, 2010; active = well fitted inhibition curve with a large enough effect in the polarisation, with a control signal flat, not every such curve was filed as active; inconclusive = small, poorly fitted or top-dose-only effect, or effect the other way, or a change in a side signal; inactive = no such curve, though single readings can be large or run the other way; the % refers to the polarisation; also: potency is read from the fitted curve at half-maximal effect
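Fluorescence polarization: 7 uM MLL-CXXC (stock) preincubated 5 min with compounds, then 50 nM fluorescein-HOX-A9 DNA (stock) added; 30 min ambient. Buffer 50 mM Tris-HCl pH 7.5, 50 mM NaCl, 1 mM DTT, 0.05% BSA.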
TSHR antagonist: Antagonists of the Thyroid Stimulating Hormone Receptor: HTS campaign | activity change, negative = inhibition, % at 11.5 µM | 330,000 tested, 0.2% active | TSHR-expressing cells, TSH-stimulated cAMP HTRF, 2 h; active compounds read low | Thyrotropin receptor (Homo sapiens), P16473;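 active = activity change below a set negative limit, meaning inhibition stronger than a set level, cut at about -70% in these data; inconclusive = activity change between two set negative limits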; also: % is scaled to controls: 0 for no effect and ±100 for the full control effect
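Antagonism was scored as loss of TSH-driven cAMP in TSHR cells, stimulated with 4nM TSH (EC80) for 2 hours at 37 deg C and detected by homogeneous HTRF competition immunoassay.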
Mito fusion act: qHTS Assay for Small Molecule Inhibitors of Mitochondrial Division or Activators of Mitochondrial Fusion; S. cerevisiae fusion-defective mutant growth rescue, CellTiterGlo 48 h; Potency, µM (highest dose often 46.1 µM), without a hit: top-dose growth rescue (activation), hits mostly activators; 320,000 tested, 0.23% active;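 also: potency is read from the fitted curve at half-maximal effect; % of control where 0% means no effect; nearly all actives have a fitted effect of over 45% in size; temperature-sensitive fusion mutants such as fzo1-1 at 37 °C on non-fermentable ethanol glycerol medium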
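Yeast fusion mutant, YPEG (non-fermentable carbon), compound, 48 h at 37C non-permissive; CellTiterGlo added, 10 min RT, luminescence read. Rescued growth = division inhibition.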
ASM inhibitor: Inhibitors of Secretory Acid Sphingomyelinase (S-ASM): qHTS; Sphingomyelin phosphodiesterase (Homo sapiens), P17405; placental ASM, HMU-PC fluorogenic substrate, 60 min; Potency, µM (highest dose often 57.5 µM), for the others: at the top dose activity change, negative = inhibition, actives largely listed as inhibitors; 340,000 tested, 0.006% active; also: potency is read from the fitted curve at half-maximal effect
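Human placenta-derived ASM preincubated with compound 10 min at room temperature, then reacted with 9 uM (final) fluorogenic HMU-PC substrate for 60 min at 37 C. Stop solution raises pH to 10; fluorescence read at Ex 386/Em 447 nm.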
Menin MLL FP TR: qHTS Assay for Inhibitors Targeting the Menin-MLL Interaction in MLL Related Leukemias: Competition With Texas Red Labeled MLL-derived Mutant Peptide; Menin + Texas Red MLL mutant peptide, fluorescence polarization; Potency, µM (top dose mostly 61.6 µM), for the others: at the top dose FP activity change, negative = inhibition, actives largely listed as inhibitors; 270,000 tested, 0.23% active; active = well fitted inhibition curve with a large enough effect in the polarisation, with a control signal flat, not every such curve was filed as active; inconclusive = small, poorly fitted or top-dose-only effect, or effect the other way, or a change in a side signal; inactive = no such curve, though single readings can be large or run the other way; the % refers to the polarisation; also: potency is read from the fitted curve at half-maximal effect; % of control where 0% means no effect; many of its hits are not listed in these tables
Target sequence (O00255 whole entry, looked up): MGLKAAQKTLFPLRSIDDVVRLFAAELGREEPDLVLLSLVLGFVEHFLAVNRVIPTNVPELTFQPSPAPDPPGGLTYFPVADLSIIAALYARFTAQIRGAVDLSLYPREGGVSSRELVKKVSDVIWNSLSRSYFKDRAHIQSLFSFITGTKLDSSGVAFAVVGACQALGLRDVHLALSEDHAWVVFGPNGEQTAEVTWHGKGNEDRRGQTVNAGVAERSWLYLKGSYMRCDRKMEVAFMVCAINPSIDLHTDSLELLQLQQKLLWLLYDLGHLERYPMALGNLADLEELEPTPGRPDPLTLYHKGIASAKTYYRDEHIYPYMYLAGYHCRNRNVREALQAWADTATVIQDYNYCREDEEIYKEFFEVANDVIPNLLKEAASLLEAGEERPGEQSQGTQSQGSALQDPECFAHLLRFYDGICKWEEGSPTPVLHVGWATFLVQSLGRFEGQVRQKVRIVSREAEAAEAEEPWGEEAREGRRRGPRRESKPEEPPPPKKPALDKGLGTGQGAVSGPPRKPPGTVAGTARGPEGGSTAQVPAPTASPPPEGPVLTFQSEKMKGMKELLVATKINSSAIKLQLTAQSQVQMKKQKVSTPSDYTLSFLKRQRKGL
TCR activator: Activators of T cell receptors: qHTS campaign. primary human leukocytes, anti-CD3, IL-2 HTRF, 48 h. Potency, µM (series often up to 9.22 µM), without a hit: top-dose activation of IL-2 secretion, usual class: activators. 330,000 tested, under 10 active; also: % of control where 0% means no effect
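TCR engagement came from a-CD3 beads alone, with compounds added to primary human leukocytes for 48 hr. Secreted IL-2 bridged europium cryptate- and d2-labelled anti-IL-2 antibodies, giving FRET emission at 665nm after 320nm excitation.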
* marks the source's active call; other numbers are inactive results; ? = inconclusive; . = no result given; [ ] = remark or other dose. Unless noted, calls follow the shape of the dose curve; as a rule, active = well fitted curve in the direction sought with a large enough effect; inconclusive = small, poorly fitted or top-dose-only effect, or another doubt; inactive = no such curve, though single readings can be large; an effect the other way counts as inactive or inconclusive. Only part of the results is shown; the hit share may differ from the screen's.

Compound,TSG101-PTAP inh,MBNL1 CUG block,A-T KAP1 phos,Integrin act MD,CXXC DNA block,TSHR antagonist,Mito fusion act,ASM inhibitor,Menin MLL FP TR,TCR activator
Cc1nn(S(=O)(=O)c2ccc(F)cc2)c(C)c1S(=O)(=O)N1CCCCC1,-5.3%,-1.3%,4.0%,?,3.5%,4.6,-4.4%,6.8%,.,-6.4%
O=C(Cc1ccccc1[N+](=O)[O-])NCC1(c2cccc3c2OCO3)OCCO1,-10.1%,.,.,17.4%,.,.,.,3.3%,.,1.3%
C/C(=N/NC(=O)c1ccc(Cl)cc1Cl)c1cccnc1,-4.8%,0.9%,-8.8%,24.4%,10.7%,-2.9,6.1%,3.4%,8.1%,-3.8%
CCCOC(=O)c1ccc(Oc2cn[nH]c2-c2ccc(OCC(=O)NN)cc2O)cc1,-3.6%,-14.5%,-5.4%,-28.9%,-1.5%,-8.5,?,-21.0%,.,14.4%
O=C(c1ccc2nc(N3CCOCC3)sc2c1)N1CCCC1,1.3%,1.9%,-2.3%,-29.1%,-0.5%,-1.8,-3.6%,2.0%,-9.0%,-5.3%
O=C(NN=Cc1cccc2ccccc12)C1CC1,-3.8%,.,.,7.0%,.,.,.,-1.6%,.,-1.0%
CCN(CC)CCn1c2c(c(SCC(=O)Nc3ccc4c(c3)OCCO4)nc1=O)CCCC2,-4.0%,.,5.8%,-13.1%,.,11.3,-0.8%,-1.9%,.,1.0%
CCOC(=O)c1[nH]c(C)c(/C(O)=C2\C(=O)C(=O)N(CCN(C)C)C2c2ccc(C)o2)c1C (stereo not drawn),-1.4%,15.7%,-6.9%,0.0%,-7.1%,3.9,-2.7%,2.3%,-5.3%,-0.6%
CCS(=O)(=O)c1nc(S(=O)(=O)c2ccc(Cl)cc2)c(N2CCC(O)CC2)s1,-5.7%,-8.6%,5.7%,-37.1%,-3.8%,19.0,-1.7%,0.0%,.,-4.3%
O=C(CSc1ccc(-c2ccc(F)cc2)nn1)NCC1CCCO1 (stereo not drawn),-2.8%,-7.4%,4.1%,-10.3%,34.0%[activator],-1.2,-2.0%,-0.2%,-8.4%,-2.2%
Cc1cccc(C)c1OCC1CNC(=O)O1 (stereo not drawn),1.3%,-5.6%,-12.2%,15.3%,18.1%,0.9,2.0%,0.7%,7.7%,-2.5%
COC(=O)[C@@]12CCCN1[C@H](c1ccc(-c3ccc(Cl)c(Cl)c3)cc1)[C@H]1C(=O)N(C)C(=O)[C@H]12,3.0%,.,8.0%,-38.8%,.,-9.0,?,-2.7%,.,7.0%
O=C1CC(c2ccccc2)CC2=C1CN(C1CCCCC1)CN2 (stereo not drawn),-5.9%,1.4%,4.6%,11.7%,4.3%,5.0,-1.8%,8.2%,-9.2%,-2.5%
CN(CC(=O)Nc1ccc(F)cc1[N+](=O)[O-])C1CCS(=O)(=O)C1 (stereo not drawn),-1.7%,.,10.3%,11.6%,.,-1.2,.,0.2%,.,2.2%
CC(C)COP(=O)(OCC(C)C)C(Nc1ccccc1)c1ccccc1 (stereo not drawn),-0.7%,4.9%,-23.1%,9.8%,-8.2%,1.1,15.4%,3.2%,.,6.9%
Cc1ccc(NC(=O)c2ccccc2OCC(=O)c2ccccc2)cc1,-2.6%,-4.8%,14.4%,-0.5%,-1.2%,-14.5,1.5%,-16.1%,?,-6.2%
O=C(NC1CCCN(Cc2ccc(Cl)cc2)C1)c1ccccc1C(F)(F)F (stereo not drawn),-6.9%,-2.3%,7.3%,-31.1%,-2.1%,-6.3,-1.8%,1.9%,-12.0%,-6.1%
COc1ccc(/C=N/NC(=O)COc2cccc3ccccc23)c(C(=O)O)c1OC,0.6%,-8.2%,-14.1%,-10.9%,-6.9%,-12.8,1.7%,0.8%,-14.2%,9.4%[46.1 µM]
COc1ccc(C(=O)Nc2ccc(Cl)cn2)cc1S(=O)(=O)N1CCCC1,-5.0%,.,7.0%,10.8%,.,-34.9,-4.1%,0.6%,.,3.6%
CCN(CC)S(=O)(=O)c1ccc(-c2nnc(SCC(C)=O)o2)cc1,-0.1%,6.6%,11.2%,-17.0%,-0.1%,1.9,0.7%,1.5%,1.9%,-40.2%
COC(=O)c1ccc2c(=O)n(Cc3ccc(C(=O)NCCCN4CCC(C)CC4)cc3)c(=S)[nH]c2c1,-1.9%,7.1%,-11.1%,?,56.1%[activator],0.0,-1.5%,9.8%,-25.9%,-2.8%
CCCCC(=O)NNC(=O)c1c(O)c2ccccc2[nH]c1=O,0.2%,.,-9.6%,38.3%,-4.0%,11.6,-12.1%,-2.5%,.,1.1%
CC(C)(C)NS(=O)(=O)c1ccc(CCC(=O)N2CCCCC2)cc1,-0.1%,7.8%,-1.6%,13.0%,-0.5%,-5.2,1.5%,3.9%,0.5%,2.2%
O=C(CCN1C(=O)C2CC=C(Cl)CC2C1=O)NC1CCCCC1 (stereo not drawn),0.0%,-1.5%,1.1%,-7.5%,5.0%,-1.5,0.0%,-1.4%,-7.3%,5.7%
CC(C)[C@@H](C(=O)NCC1CCCO1)N1C(=O)N2CCc3c([nH]c4ccccc34)[C@@]2(C)C1=O (stereo partly drawn),2.3%,-5.3%,-8.2%,-3.3%,-6.9%,-4.0,4.2%,-0.5%,-5.4%,-0.1%
COc1ccc2c(c1)[nH]c1c(=O)n(Cc3ccccn3)cnc12,-1.2%,-1.5%,-1.8%,-3.2%,-3.1%,-8.4,-11.1%,1.4%,-10.2%,-1.5%
O=C(c1ccco1)N1N=C(c2ccco2)CC1c1ccc(Cl)cc1Cl (stereo not drawn),0.4%,.,-6.6%,?,.,14.5,24.2%,1.2%,.,-2.4%
Cc1ccc(Cn2cc(S(=O)(=O)c3ccc(C(C)C)cc3)c(=O)c3cc4c(cc32)OCO4)cc1,0.0%,233.4%[activator],1.9%,20.9%,13.8%,1.6,-3.1%,-3.3%,6.1%,0.6%[46.1 µM]
Cc1ccc(S(=O)(=O)Nc2nc(C)c(C(=O)NNS(=O)(=O)c3cc(C)ccc3C)s2)cc1,2.3%,-12.6%,9.8%,17.9%,0.2%,-16.0,-3.1%,-3.0%,.,-7.8%
COCCn1c(=O)[nH]c2cc(C(=O)N3CCN(c4ccccc4)CC3)ccc2c1=O,-3.3%,-0.9%,0.8%,?,-0.9%,6.6,-1.9%,14.1%,-7.9%,-5.2%
Cn1c(=O)oc2cc(S(=O)(=O)NCCC(=O)N3CCc4ccccc43)ccc21,1.2%,6.4%,2.3%,6.9%,2.0%,4.5,0.4%,3.1%,12.6%,-2.0%
CC(CNC(=O)CN1C(=O)CCSc2ccccc21)c1ccccc1 (stereo not drawn),-1.6%,6.1%,9.8%,17.1%,-1.6%,2.0,2.1%,4.1%,?,-8.3%
O=C1c2ccccc2C(=O)c2c1ccc(O)c2O,?,.,.,.,-2.5%,.,.,-1.4%,.,10.8%
CC(=O)c1cccc(NC(=S)N2CCN(S(C)(=O)=O)CC2)c1,-1.8%,1.0%,3.4%,17.6%,2.8%,-3.0,-0.5%,0.5%,.,-5.8%
CC(=O)Nc1cc(-c2nn(C)c(=O)c3ccccc23)ccc1N1CCCCC1,0.3%,5.7%,0.2%,12.4%,6.1%,-6.5,-3.1%,5.2%,5.4%,0.5%
COc1cc(CNC(C)C)ccc1OCC(=O)Nc1cccc2ccccc12,2.5%,9.1%,9.3%,-51.6%[inhibitor],5.0%,8.3,-1.4%,-1.9%,.,-0.9%
